Source: PubChem BioAssay (The Scripps Research Institute Molecular Screening Center)
M1 antag = blocks human M1 muscarinic receptor. P11229. CHO-K1 hM1, Fluo-8 calcium fluorescence, ACh EC80 antagonist. inhibition, % at 3 µM. 360,000 compounds, 1.3% hits;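 active = percent inhibition above its own plate's cutoff, namely the mean of that plate's compound wells plus 3 SD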;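 note: peak over basal fluorescence ratio during 140 s after agonist addition; 0% = ACh EC80 plus DMSO and 100% = DMSO alone without agonist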
Target sequence (P11229 whole entry, looked up): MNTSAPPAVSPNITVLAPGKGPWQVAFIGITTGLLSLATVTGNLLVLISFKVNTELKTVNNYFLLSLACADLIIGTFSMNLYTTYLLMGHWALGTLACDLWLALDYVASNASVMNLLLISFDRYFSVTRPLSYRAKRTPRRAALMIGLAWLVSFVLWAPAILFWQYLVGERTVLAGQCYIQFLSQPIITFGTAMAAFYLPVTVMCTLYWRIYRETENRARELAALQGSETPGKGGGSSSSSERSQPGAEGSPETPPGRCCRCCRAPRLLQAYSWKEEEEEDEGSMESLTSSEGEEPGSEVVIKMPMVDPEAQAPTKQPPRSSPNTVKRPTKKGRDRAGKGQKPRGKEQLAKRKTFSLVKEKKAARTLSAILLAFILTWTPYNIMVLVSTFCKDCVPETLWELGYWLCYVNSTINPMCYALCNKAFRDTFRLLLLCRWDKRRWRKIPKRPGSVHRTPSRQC
M1 ag = agonists of human M1 muscarinic receptor; activation, % at 3 µM; AID 588814; 360,000 compounds, 0.33% hits; P11229; CHO-K1 hM1, Fluo-8 calcium fluorescence, agonist mode; 0% DMSO, 100% acetylcholine EC100;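 active = activation above the run's mean compound activation plus 3 SD, cut at about 16% in these data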;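 note: peak over basal fluorescence ratio within a 140 s kinetic read after compound addition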
V1aR counter = counter-screen for oxytocin receptor agonists: human V1a receptor agonists; P37288; 320,000 compounds, 0.25% hits; CHO-V1R cells, Fluo-8 calcium fluorescence, agonist mode; 0% DMSO, 100% 3 nM vasopressin; activation, % at 3 µM;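 active = activation above the mean activation of all tested compounds plus 3 SD, per screening run, cut at about 20% in these data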;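 note: signal is peak over basal fluorescence ratio across a 100 second FLIPR read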
CHRM1 PAM = positive allosteric modulators of human M1 muscarinic receptor | P11229 | 360,000 compounds, 0.088% hits | activation, % at 3 µM | CHO-K1 hM1, Fluo-8 calcium fluorescence, ACh EC20; 0% = ACh EC20, 100% = maximal ACh; in the data active = activation above about 19%, passing the limit was not always enough
CHO parental Ca = counter-screen for OX1R antagonists: effect in parental CHO cells; AID 463079; inhibition, % at 5.6 µM; 330,000 compounds, 0.63% hits; parental CHO-K1, ATP-induced calcium, Fluo-8 fluorescence;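 active = inhibition above that plate's mean sample inhibition plus 3 SD, cut at about 26% in these data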;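 note: 0% = ATP-challenged DMSO wells and 100% = DMSO wells without ATP; some compounds past the cut are filed as inactive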
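Test system: parental CHO cells; detection: calcium-sensitive Fluo-8 fluorescence; evaluation: percent inhibition of calcium signal; also added: ATP as calcium-mobilizing challenge; repeats: one well per compound; control set: ATP-challenged DMSO wells low, unchallenged DMSO wells high; compound: single nominal dose of 5.6 µM per compound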
TAAR1 ag = agonists of human TAAR1. CHO RD-HGA16 TAAR1, Fluo-8 calcium fluorescence; vehicle wells 0%, saturating PEA agonist 100%. activation, % at 3 µM. Q96RJ0. 360,000 compounds, 0.99% hits;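 active = activation above the mean activation of all test compounds in the run plus 3 SD, cut at about 38% in these data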
Target sequence (Q96RJ0 whole entry, looked up): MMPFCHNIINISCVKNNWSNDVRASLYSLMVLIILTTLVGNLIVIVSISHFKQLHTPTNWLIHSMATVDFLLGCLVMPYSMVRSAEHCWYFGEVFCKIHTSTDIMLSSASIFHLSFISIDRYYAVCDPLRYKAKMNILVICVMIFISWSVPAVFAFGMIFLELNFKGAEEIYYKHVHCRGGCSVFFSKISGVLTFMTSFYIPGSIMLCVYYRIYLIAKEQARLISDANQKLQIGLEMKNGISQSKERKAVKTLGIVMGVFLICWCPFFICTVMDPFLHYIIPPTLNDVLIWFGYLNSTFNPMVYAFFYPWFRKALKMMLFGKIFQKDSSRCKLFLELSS
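System: CHO-derived RD-HGA16 cells with stable Gα16 and human TAAR1. Times: 17-24 h plating, Fluo-8 75 min 37 °C, 30 min RT. Measured by: calcium-sensitive Fluo-8 signal, excitation 470-495, emission 515-575 nm. Read-out basis: % activation relative to PEA EC100 response. Control set: DMSO and PEA EC100. Repeats: no replicates (n 1).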
TAAR1 antag = antagonists of human TAAR1. Q96RJ0. CHO RD-HGA16 TAAR1, Fluo-8 calcium fluorescence, antagonist. inhibition, % at 3 µM. 360,000 compounds, 1.5% hits. AID 624466;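 active = inhibition above a per-plate cutoff, the mean inhibition of test compounds on that plate plus 3 SD, cut at about 49% in these data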;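 note: 0% = DMSO plus EC80 beta-PEA response and 100% = DMSO alone without agonist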
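Test system: RD-HGA16 CHO cells with stable hTAAR1 and Gα16 / Probe or stimulus: EC80 β-phenethylamine stimulus / Times: seeding 17-24 h prior, 75-min 37 °C, 30-min RT dye loading / Detection: Fluo-8 calcium-sensitive fluorescence / Read-out basis: % inhibition scaled between DMSO and EC80 PEA controls / Repeats: singlicate, one well per test compound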
OXTR agonist = agonists of human oxytocin receptor. P30559. CHO-OTR cells, Fluo-8 calcium fluorescence; normalized: DMSO 0%, oxytocin 100%. activation, % at 3 µM. 320,000 compounds, 0.32% hits;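 active = activation above the mean of all tested compounds plus 3 SD, cutoff set per screening run, cut at about 20% in these data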;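 note: peak over basal fluorescence ratio from a 100 s FLIPR kinetic read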
OXTR potentiator = potentiates the human oxytocin receptor response; CHO-OTR cells, Fluo-8 calcium fluorescence, potentiator mode; 0% = oxytocin EC15, 100% = EC100; activation, % at 3 µM; AID 2445; 320,000 compounds, 0.061% hits; P30559;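 active = activation above that plate's cutoff, the mean activation of tested compounds plus 3 SD, cut at about 6.6% in these data, passing the limit was not always enough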;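 note: 100% uses oxytocin at 75 nM as the full agonist control; some results filed as inactive read as strong as hits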
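Assay system: CHO cell line stably expressing human OTR. Reagent: EC15 oxytocin agonist. Dosing: single dose, 3.0 µM nominal final compound concentration. Timing: compound 6 min at room temperature before oxytocin, 100 s read. Signal: kinetic Fluo-8 calcium fluorescence. Controls: oxytocin EC15 low and EC100 high.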
An asterisk follows results filed as active; . = no result given.

SMILES	M1 antag	M1 ag	V1aR counter	CHRM1 PAM	CHO parental Ca	TAAR1 ag	TAAR1 antag	OXTR agonist	OXTR potentiator
COCCC(=O)N1CCC(Oc2ccc(C(=O)N3C[C@@H](C)O[C@@H](C)C3)cc2)CC1	-10	-2	.	11	.	3	-30	.	.
CCOC(=O)CNc1ccc(OC(F)(F)F)cc1	-10	-4	-0.1	8	-10	2	5	-0.8	5
COc1cc(C)c(NC(=O)Cc2ccsc2)cc1OC	-4	-4	2.7	1	-8	5	-15	1.3	-8
Cc1cc(N2CCOCC2)n2ncc(-c3ccc(Cl)cc3)c2n1	-3	-3	3.0	5	-2	2	-4	0.0	0
CC[C@H](C)[C@H]1CNC(=S)N1CC1CCN(CCC(C)C)CC1	-1	-10	.	1	.	0	5	.	.
COc1cc(Cn2c(=O)oc3ccc(C)cc32)ccc1OC(C)C	1	-3	-0.9	5	-10	20	13	-2.5	-4
CCOC(=O)c1sc2nc(CC(=O)OC)nc(NCc3ccco3)c2c1C	-5	-2	.	0	.	2	-28	.	.
CC(Oc1ccc2c3c(c(=O)oc2c1)CCCC3)C(=O)NCC1CCC(C(=O)O)CC1 (stereo not given)	13	-2	0.5	-5	-12	1	-23	-0.2	3
Cc1cc(NC(=O)c2sc3ccccc3c2O)no1	2	-2	.	1	.	4	-20	.	.
CCc1nc2ccc(C(=O)Nc3cc(-c4ccccc4)ccc3OC)cn2c1N(CC)Cc1cccc(Br)c1	-14	-4	.	2	.	-2	-17	.	.
COc1c(C(O)CC(C)C)ccc2c1C(=O)OCc1cc(C)cc(O)c1O2 (stereo not given)	22	4	8.0	-18	-1	2	-11	12	-8
COc1ccccc1C/C(N)=N/OC(=O)c1ccc2c(c1)OCO2	-7	-16	-0.5	7	-7	8	-10	-1.4	-9
CCCCCCCCCC(=O)N1c2ccccc2NC(=O)C1CC(=O)Nc1ccc(C(=O)O)cc1 (stereo not given)	-2	-3	-0.2	6	-3	1	-6	0.2	-3
CC(=O)N/N=C(\N)c1nonc1N	0	-2	-0.4	10	-5	1	-16	0.4	-10
CCC1CCCCN1CCCNC(=O)c1ccc(CS(=O)(=O)Cc2ccccc2F)o1 (stereo not given)	-5	-5	13	4	-26	3	-11	1.1	2

Another view of 2 compounds above:
structure: CCC1CCCCN1CCCNC(=O)c1ccc(CS(=O)(=O)Cc2ccccc2F)o1 (stereo not given)
- M1 antag: -5
- M1 ag: -5
- V1aR counter: 13
- CHRM1 PAM: 4
- CHO parental Ca: -26
- TAAR1 ag: 3
- TAAR1 antag: -11
- OXTR agonist: 1.1
- OXTR potentiator: 2

structure: CCCCCCCCCC(=O)N1c2ccccc2NC(=O)C1CC(=O)Nc1ccc(C(=O)O)cc1 (stereo not given)
- M1 antag: -2
- M1 ag: -3
- V1aR counter: -0.2
- CHRM1 PAM: 6
- CHO parental Ca: -3
- TAAR1 ag: 1
- TAAR1 antag: -6
- OXTR agonist: 0.2
- OXTR potentiator: -3

(next part)
SMILES	M1 antag	M1 ag	V1aR counter	CHRM1 PAM	CHO parental Ca	TAAR1 ag	TAAR1 antag	OXTR agonist	OXTR potentiator
CC(NC(=O)c1ccccc1F)c1ccccc1 (stereo not given)	17	-1	-0.6	-4	6	0	-5	0.0	-9
COC(=O)c1ccc(C(NC(=O)OCc2ccccc2)/C(F)=C/[C@@H](C)C(=O)NCc2ccc(-c3ccccc3)cc2)cc1 (stereo not given in full)	.	.	0.3	.	-6	.	.	-0.9	2
COc1ccccc1-n1cnnc1SC1CCOC1=O (stereo not given)	-8	-4	0.4	9	2	13	5	-0.3	-9
CCOc1ccc(NC(=O)N(C2CCCCCC2)C2CCN(C(C)=O)CC2)cc1	6	-5	-0.2	1	-8	0	-9	-0.2	-2
CCN(c1ccccc1)S(=O)(=O)c1cccc(C(=O)NCc2ccccn2)c1	0	-6	0.1	2	-19	1	-10	-1.7	-7
Cc1c(C)c2ccc(O[C@@H]3O[C@H](CO)[C@@H](O)[C@H](O)[C@H]3O)c(C)c2oc1=O	-9	-5	.	7	.	4	-8	.	.
CCOc1ccc(C(C(=O)NC2CCCCC2)N(CCOC)C(=O)c2snc(C(N)=O)c2N)cc1 (stereo not given)	-3	-5	0.2	7	-12	1	-4	-1.2	-12
COc1ccc(CNC(=O)/C=C/c2cc([N+](=O)[O-])ccc2OC(F)F)cc1	-4	-6	-1.6	3	-9	4	1	-1.6	-1
Cn1c(SCC(=O)NCCN2C(=O)CSC2=O)nnc1-c1ccccc1	-7	-6	0.7	11	-2	2	-20	1.3	-3
CCOc1ccc(-n2c(Cc3cc(=O)[nH]c(=O)[nH]3)nnc2SCC(=O)OC)cc1	4	-3	0.2	-5	0	9	-37	0.1	-7
CCC(NC(=O)c1ccccc1NC(=O)c1ccc(OC)cc1)C(=O)N1CCCC1 (stereo not given)	-5	-5	-0.9	7	1	6	-6	-0.6	8
O=C(NCCCN1CCOCC1)C(=O)N/N=C/c1c(Cl)cccc1Cl	2	-10	-0.5	8	-6	0	-2	-0.6	4
Cc1cc(C)n(C(=O)C(C)n2nc([N+](=O)[O-])c(Br)c2C)n1 (stereo not given)	0	-5	-0.2	-2	-7	1	16	0.2	1
Cc1cc(NC(=O)C(C)C)ncc1NC(=O)Cc1ccccc1	-20	-4	5.9	10	-2	3	17	2.1	-7
CC1(Oc2cccc(F)c2)CCN(Cc2ccc3ccccc3c2)C1 (stereo not given)	-10	-4	.	9	.	7	9	.	.
COc1cccc(-c2nc(CS(=O)(=O)CC(=O)NCCc3ccc(OC)cc3OC)c(C)o2)c1	9	-4	2.8	-2	-29	5	-1	-0.1	-9
Cc1cccc(/C=N\Nc2nnc(-c3ccccc3)c(=O)[nH]2)c1	-8	-8	-1.3	5	-13	4	-6	-1.1	3
CCc1cc2c(cc(C(=O)O)n2C)s1	2	-3	0.9	8	2	3	13	1.1	2
CCOC(=O)c1cccc(NC(=O)CN(c2ccc(C)cc2)S(=O)(=O)c2c(C)n[nH]c2C)c1	1	-5	4.2	1	-7	16	8	0.7	-9
CCOC(=O)c1cnc2cc(-c3ccc(C)cc3)nn2c1C	-7	-2	.	7	.	4	-14	.	.
Cc1cccc(CCNC(=O)C2CCN(S(=O)(=O)c3c(C)nn(C)c3C)CC2)c1	-24	-4	0.3	5	-11	3	-11	0.8	2
CC(C)CCNC(=O)C12CN(Cc3ccccc3)CC1C(c1ccc([N+](=O)[O-])cc1)=NO2 (stereo not given)	16	-5	-0.6	-10	-31	10	4	-2.2	-14
CCN(CC)CCNC(=O)Cc1nn(Cc2ccccc2)c(=O)c2ccccc12	-3	-15	-0.5	12	-12	2	1	0.6	-7
CN1CCN(S(=O)(=O)c2ccc3c(c2)NC(=O)C2CCCN32)CC1 (stereo not given)	-8	-5	-0.1	8	-1	-1	-1	-0.2	-10
COc1ccccc1N(C(=O)CNC(=O)c1ccco1)C(C(=O)NCC1CCCO1)c1ccccc1 (stereo not given)	-12	-2	1.0	7	-9	0	11	0.7	-5
Cc1ccc(S(=O)(=O)Nc2ccc(S(=O)(=O)N3CCOCC3)cc2)cc1[N+](=O)[O-]	5	-3	0.5	-2	-3	4	-9	0.5	-3
CC(C)C(=O)Nc1cccc(C(=O)Nc2nccs2)c1	5	-1	0.4	-1	-7	14	6	0.5	-2
CCCn1c(N)c(C(=O)CSc2nc3ccccc3c(=O)n2Cc2ccccc2)c(=O)[nH]c1=O	28	-4	0.3	-9	0	6	1	-0.3	-16
O=C(COC(=O)c1cccc(S(=O)(=O)N2CCN(c3ccccc3)CC2)c1)NCC1CCCO1 (stereo not given)	-2	-1	2.5	-1	-9	0	-6	0.8	-12
COc1ccc(-c2csc(N(CC3CCCO3)C(=O)c3ccco3)n2)cc1 (stereo not given)	6	-6	-0.2	0	-5	9	11	0.7	-2
Cc1ccc(S(=O)(=O)CCC(=O)Nc2sccc2C#N)cc1	-11	-2	1.5	8	-12	0	-24	0.7	-9
O=C(O)c1ccccc1Cc1ccc(F)c2ccccc12	-5	-5	.	6	.	-1	8	.	.
COc1cc(OC)c(S(=O)(=O)Nc2ccc(C(=O)N3CCCC3)cc2)cc1NC(C)=O	-6	-5	-1.0	7	4	11	-3	-0.1	-2
COc1ccc(C2=Nn3c(nnc3-c3cccnc3)SC2)cc1	-10	-6	.	11	.	-2	5	.	.
CCN(CC)CCN(C(=O)Cn1nnc(-c2ccc(OC)c(OC)c2)n1)C(C(=O)NC1CCCC1)c1ccc(F)cc1 (stereo not given)	-32	-4	0.3	6	-16	8	15	0.8	3
COc1ccccc1-c1cc(-c2ccc(C)cc2)nc(SCc2nnc(-c3ccccc3)o2)c1C#N	-17	-1	0.9	8	-19	-2	-11	-0.4	-11
COc1ccc(Oc2ccc(C(F)(F)F)cc2NC(=O)c2ccc(F)cc2)cc1	-7	-5	2.2	1	-11	2	-34	1.1	-15
COc1cc(/C=C/C(=O)N2CCCN(C(=O)/C=C/c3cc(OC)c(OC)c(OC)c3)CC2)cc(OC)c1OC	-7	-8	1.2	3	-17	3	-3	-0.8	-3
CCOC(=O)c1oc2nc(C)c3c(c2c1N)CC(C)(C)OC3	-8	-4	0.3	7	0	0	7	0.9	-16
Cc1nc(NS(=O)(=O)c2ccccc2)sc1NC(=O)OCCN(C)C	-11	7	0.5	-1	-3	10	7	0.2	-8
COC(=O)C1=C(C)OC(N)=C(C#N)C1c1ccco1 (stereo not given)	4	-3	1.4	2	-3	2	-14	-1.0	-1
COc1ccccc1C1(O)C(=O)Nc2ccc(C)cc21 (stereo not given)	5	-1	0.3	4	-9	3	-8	1.3	3
Cc1c(C)c(C)c(S(=O)(=O)NCCc2ccncc2)c(C)c1C	-11	-2	0.3	4	-2	0	14	1.7	-4
COc1cc(NC(=O)C/C(C)=N/NC(=O)Cc2ccccc2)c(OC)cc1Cl	-1	-4	-0.8	10	-30	3	-34	-1.4	-5
Cc1ccc(OCC2Cn3c(nc4c3c(=O)[nH]c(=O)n4C)O2)cc1 (stereo not given)	-2	-4	0.4	2	-10	5	17	0.3	-4
O=C(NCc1ccc2c(c1)OCO2)c1ccc(CS(=O)(=O)Cc2cccc(Cl)c2)o1	1	-2	6.3	-3	-15	14	27	2.7	-11
O=C(Nc1ccc(C(=O)OC2CCCCC2)cc1)c1ccncc1	-2	1	2.8	-2	4	12	8	2.0	-20

Compounds as they come, and some 3.7% of all compounds hit somewhere here.
